TEAD-YAP block – TEAD-YAP interaction inhibition, primary screen, TEAD-YAP interaction inhibitor project, luminescence, HEK-TIYL cells; TEAD-Gal4/YAP UAS-luciferase luminescence; inhibition, % at 9.12 µM; hit rate 1.4% among 640,000; AID 1259422, 2018; in the data active = inhibition above about 32%;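 note: 0% = median of test compound wells and 100% = reference inhibitor wells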
FBW7 act – FBW7 E3 ligase activators, primary screen, biochemical, AlphaScreen, human. F-box/WD repeat-containing protein 7 (Homo sapiens), Q969H0. hit rate 0.13% among 650,000. AID 1259310, 2017. AlphaScreen FBW7–phospho-cyclin E peptide binding, activator screen. normalized activity (activation), % at 26.1 µM; in the data active = normalized activity above about 1.9%;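 note: purified mutant Fbw7 with reduced substrate affinity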
MITF inh – MITF inhibitors, primary screen, biochemical, AlphaScreen, human | Microphthalmia-associated transcription factor (Homo sapiens), O75030 | AlphaScreen MITF homodimerization, bead proximity signal | inhibition, % at 2.6 µM | hit rate 0.91% among 650,000 | AID 1259374, 2018; in the data active = inhibition above about 50%;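 note: 0% = vehicle wells with protein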
Target sequence (O75030 whole entry, looked up): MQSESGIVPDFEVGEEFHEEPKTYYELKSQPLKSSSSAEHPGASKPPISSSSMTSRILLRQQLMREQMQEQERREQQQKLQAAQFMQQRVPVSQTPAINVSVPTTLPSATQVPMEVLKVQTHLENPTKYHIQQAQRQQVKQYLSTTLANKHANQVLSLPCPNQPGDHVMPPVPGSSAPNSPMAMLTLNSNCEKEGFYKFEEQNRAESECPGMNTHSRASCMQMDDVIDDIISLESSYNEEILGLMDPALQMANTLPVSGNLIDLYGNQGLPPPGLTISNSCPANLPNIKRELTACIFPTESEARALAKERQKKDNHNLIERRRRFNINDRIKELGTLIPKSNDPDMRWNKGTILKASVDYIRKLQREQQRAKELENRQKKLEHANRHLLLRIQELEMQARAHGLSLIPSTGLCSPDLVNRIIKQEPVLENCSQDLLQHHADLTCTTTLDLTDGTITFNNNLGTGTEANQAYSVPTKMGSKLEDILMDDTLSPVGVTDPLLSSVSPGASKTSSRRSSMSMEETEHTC
GPR151 ag – activators of human GPR151, primary screen, cell-based, PathHunter beta-arrestin, luminescence; G-protein coupled receptor 151 (Homo sapiens), Q8TDV0; PathHunter beta-arrestin GPR151 cells; activation, % at 11.2 µM; hit rate 1% among 650,000; in the data active = activation above about 4.9%;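 note: 0% = median of compound wells and 100% = cells with positive control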
Target sequence (Q8TDV0 whole entry, looked up): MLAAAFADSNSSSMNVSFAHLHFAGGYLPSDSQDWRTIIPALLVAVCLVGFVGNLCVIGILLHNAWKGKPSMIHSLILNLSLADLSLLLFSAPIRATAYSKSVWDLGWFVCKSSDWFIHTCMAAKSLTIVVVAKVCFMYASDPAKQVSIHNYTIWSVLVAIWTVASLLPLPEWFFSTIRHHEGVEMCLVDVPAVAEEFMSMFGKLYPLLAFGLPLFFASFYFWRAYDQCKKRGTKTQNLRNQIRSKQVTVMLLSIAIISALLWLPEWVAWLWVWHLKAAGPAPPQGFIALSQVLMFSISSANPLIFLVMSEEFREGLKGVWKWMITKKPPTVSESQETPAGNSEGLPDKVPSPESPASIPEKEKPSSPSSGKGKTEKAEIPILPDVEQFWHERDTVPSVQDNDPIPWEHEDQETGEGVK
Starred values were filed as active, the others as inactive. Not a hit list; overall some 3.4% were active at least once.

smiles	TEAD-YAP block	FBW7 act	MITF inh	GPR151 ag
CCSc1nnc(NC(=O)Cn2c3ccccc3c(=O)c3ccccc32)s1	-1	-0.1	19	-0.8
O=C(Nc1ccc(N2CCOCC2)cc1)c1cnc(-c2cccs2)s1	-4	-0.3	6	-0.6
O=C(Cn1nc2c3ccccc3nc(Cc3ccccc3)n2c1=O)N1CCCC1	-9	0.0	-4	1.0
Cc1ccc(N2C(=O)C(Cl)=C(N3CCCC(C)C3)C2=O)cc1 (configuration not stated)	-1	-0.1	-6	-0.9
CCN(CC)C(=O)C(C)NC(=O)C12CC3CC(CC(C3)C1)C2 (configuration not stated)	-2	0.1	-13	0.7
O=C1C2C3C=CC(C3)C2C(=O)N1c1n[nH]c(-c2ccco2)n1 (configuration not stated)	6	-0.1	-10	0.0
Cc1ccc(S(=O)(=O)/N=C(\CN2CCOCC2)N2CCOCC2)cc1	-4	-0.1	14	-0.5
CCC(=O)Nc1ccc(C(=O)Nc2cc(Cl)ccc2O)cc1	-44	0.2	16	0.0
CCc1ccccc1NC(=O)Cc1ccc(OC)cc1	-3	0.1	-15	0.2
N/C(=N\OS(=O)(=O)c1ccc([N+](=O)[O-])cc1)c1ccccn1	-8	-0.2	-2	1.9

Going on with the list:
smiles	TEAD-YAP block	FBW7 act	MITF inh	GPR151 ag
Cn1c(CN2CCCC2)nc2cc(NC(=O)Nc3ccccc3)ccc21	-8	-0.1	3	1.0
Cn1c(=O)c2c(SCC(=O)Nc3ccccc3)nc(-c3cccs3)nc2n(C)c1=O	-1	-0.1	-9	-0.3
Cc1ccc(Cn2c(N3CCCCC3)nc3c2c(=O)n(C)c(=O)n3C)cc1	2	-0.1	6	1.4
O=C(Cc1ccc(F)cc1)Nc1ccc(-c2cn3c(n2)SCC3)cc1	-15	-0.1	-1	-0.9
COc1ccccc1/C=C\C=N\NC(=O)CCn1nnc2ccccc21	9	0.2	-13	-0.8
CSc1nc2ccc(N3C(=O)C4CCCCC4C3=O)cc2s1 (configuration not stated)	-18	0.4	0	1.8
N#Cc1c(NC(=O)Cc2cccc3ccccc23)sc2c1CCN(Cc1ccccc1)C2	-7	0.1	-5	1.2
O=C(CSc1ncc(-c2ccc(Cl)cc2)o1)N1CCCCC1	-24	-0.2	-8	-1.2
CS(=O)(=O)N(CC(=O)Nc1cccc2ccccc12)c1cc(C(F)(F)F)ccc1Cl	-6	0.0	7	2.4
Cc1ccnc(NC(=O)CCC(=O)N(CC(=O)NC2CCCCC2)C2CCCCC2)c1	-4	-0.1	-2	1.8

Of the compounds above, these contain an aryl methoxy group:
smiles	TEAD-YAP block	FBW7 act	MITF inh	GPR151 ag
CCc1ccccc1NC(=O)Cc1ccc(OC)cc1	-3	0.1	-15	0.2
COc1ccccc1/C=C\C=N\NC(=O)CCn1nnc2ccccc21	9	0.2	-13	-0.8

4 entries drawn at random from the list so far, as already listed:
smiles	TEAD-YAP block	FBW7 act	MITF inh	GPR151 ag
Cn1c(CN2CCCC2)nc2cc(NC(=O)Nc3ccccc3)ccc21	-8	-0.1	3	1.0
CSc1nc2ccc(N3C(=O)C4CCCCC4C3=O)cc2s1 (configuration not stated)	-18	0.4	0	1.8
Cc1ccc(Cn2c(N3CCCCC3)nc3c2c(=O)n(C)c(=O)n3C)cc1	2	-0.1	6	1.4
Cc1ccnc(NC(=O)CCC(=O)N(CC(=O)NC2CCCCC2)C2CCCCC2)c1	-4	-0.1	-2	1.8

Further entries:
smiles	TEAD-YAP block	FBW7 act	MITF inh	GPR151 ag
CC1=C(C(=O)OC2CCCC2)C(c2cccc(F)c2)C2=C(CC(c3cccs3)CC2=O)N1 (configuration not stated)	31	0.0	-3	1.1
Cc1cccc(C(=O)Oc2ccccc2[N+](=O)[O-])c1	-7	0.0	18	-1.9
C=CCN1C(=O)/C(=C\c2cc([N+](=O)[O-])cc([N+](=O)[O-])c2O)C(=O)NC1=S	1	-0.1	19	2.0
COc1cc2c(c(OC)c1OC)C(c1ccc(Cl)cc1Cl)CC(=O)N2 (configuration not stated)	-2	-0.3	-25	-1.4
Cc1ccc(C2Nn3c(C)nnc3SC2C(=O)Nc2ccc(Br)cc2)cc1 (configuration not stated)	2	0.0	-15	-0.6
Cc1ccc(C(=O)O)cc1S(=O)(=O)N1CCCCC1	-9	0.3	0	-0.9
O=C(O)Cc1ccc2c(c1)[nH]c1ccccc12	-4	-0.1	1	-0.8
CCN(CCN(C)C)Cc1ccc(NC(C)=O)cc1	9	0.0	46	-0.5
CCC[C@@H]1NC(=O)[C@@H]2C[C@H](NC(=O)c3cccc(C)c3)CN2C1=O	1	0.0	-8	-2.0
CCOC(=O)N1CCN(C(=O)Cn2nnc3ccccc3c2=O)CC1	6	0.2	12	0.0

(cont.)
smiles	TEAD-YAP block	FBW7 act	MITF inh	GPR151 ag
Cc1cc(C(=O)Nc2ncc(Br)cc2Br)ccc1[N+](=O)[O-]	-57	-0.1	-10	-3.1
Cc1cccc2cc(CN(C(=O)c3ccco3)C3CCCCC3)c3nnnn3c12	-1	0.3	11	-1.5
CCCOc1nc(N)c(C#N)c(-c2ccccc2OC)c1C#N	-6	0.4	13	-0.5
COc1cccc(/C=N/NC(=O)c2cccc(OC)c2)c1	-12	-0.1	-1	0.2
O=C(C1CCC1)N1CCC2(CC1)OCc1cc(Cl)ccc1O2	17	-0.2	-9	-0.6
COc1cc(OC)c(NC(=O)COc2ccccc2OC)cc1Cl	-5	-0.1	0	-1.0
COc1ccc(S(=O)(=O)N2CCN(Cc3ccc(Br)cc3)CC2)cc1	-4	-0.2	47	-1.7
Cc1ccc(N(C(=O)C(C)(C)Oc2ccc(Cl)cc2)C2C=CS(=O)(=O)C2)cc1 (configuration not stated)	3	-0.1	3	-0.9
COc1ccc(C2N=C(c3ccccc3)C(C)(C)N2OC(C)=O)cc1OC (configuration not stated)	-29	0.0	-11	-2.8
COCCCNC(=O)c1nn(C)c2c1COc1ccccc1-2	-45	0.0	0	0.6

Complete entries as entered above. Values in the order: TEAD-YAP block, FBW7 act, MITF inh, GPR151 ag
Entry for `C=CCN1C(=O)/C(=C\c2cc([N+](=O)[O-])cc([N+](=O)[O-])c2O)C(=O)NC1=S` → 1, -0.1, 19, 2.0
Entry for `O=C(Cn1nc2c3ccccc3nc(Cc3ccccc3)n2c1=O)N1CCCC1` → -9, 0.0, -4, 1.0
Entry for `Cn1c(=O)c2c(SCC(=O)Nc3ccccc3)nc(-c3cccs3)nc2n(C)c1=O` → -1, -0.1, -9, -0.3

New compounds follow.
smiles	TEAD-YAP block	FBW7 act	MITF inh	GPR151 ag
O=S(=O)(c1ccc(Nc2ccc(-c3ccc4c(c3)OCCO4)nn2)cc1)N1CCCC1	-20	0.8	15	0.1
C=C(C)CC(NS(=O)(=O)c1ccccc1)(C(=O)OC)C(F)(F)F (configuration not stated)	0	0.0	0	0.2
Cc1ccc(NC(=O)C23CC4CC(CC(C4)C2)C3)cc1[N+](=O)[O-]	12	-0.1	8	0.8
CC(=O)N1CCC(=O)N(CCC(C)C)c2ccccc21	3	0.0	0	2.5
Cn1c(=O)[nH]c(=O)c2c1nc(N1CCCCC1)n2CCCc1ccccc1	4	-0.2	-5	0.3
CC(=O)c1ccc(NC(=O)CCC(=O)N2CCOc3ccccc32)cc1	-1	0.2	10	-0.3
COC(=O)Cc1ccc(NC(=O)c2ccc(C(C)(C)C)cc2)cc1	71*	0.3	-11	1.5
O=C(NCCO)c1cc(N2CCOCC2)nc2ccccc12	2	0.0	3	2.0
CCOC(=O)CSc1nnc(NC(=O)C23CC4CC(CC(C4)C2)C3)s1	-5	0.0	4	0.4
CCOc1ccc(Cc2n[nH]c(=S)o2)cc1	4	0.1	0	-0.2

More structures follow:
smiles	TEAD-YAP block	FBW7 act	MITF inh	GPR151 ag
CC(C)n1c(-c2cccc(N)c2)nc2c(NCc3cccc(C(F)(F)F)c3)ncnc21	3	0.0	-3	1.3
O=C(Nc1cccc(-c2ccc(N3CCOCC3)nn2)c1)c1ccc2ccccc2c1	2	0.0	5	0.0
Cc1cccc2c1[nH]c1nc(SCC(=O)Nc3ccccc3)nnc12	7	0.2	5	-1.0
COC(=O)c1ccc(CN2CCN(CCCc3ccccc3)C(CCO)C2)cc1 (configuration not stated)	-10	0.1	2	2.5
O=C(NC1CCCC1)c1cnn2c(C(F)(F)F)cc(-c3ccc4c(c3)OCO4)nc12	-3	-0.1	-15	-0.7
O=C(/C=C/c1ccc(-c2cccc(Cl)c2)o1)c1ccco1	-45	-0.1	28	0.0
COc1cccc(N2CCN(Cc3c(C(=O)N4CCCCC4)nc4sccn34)CC2)c1	2	0.1	8	0.3
CCOC(=O)Cc1nc2ccccc2[nH]1	8	0.1	-2	-1.0
O=C(NCCn1nc(-c2cccs2)oc1=O)c1cscn1	-4	0.0	-4	2.0
O=C(CCS(=O)(=O)c1cccc2nonc12)Nc1ccc(F)cc1Cl	3	0.0	14	-1.4

Carrying on:
smiles	TEAD-YAP block	FBW7 act	MITF inh	GPR151 ag
Cc1ccc(Sc2cc(C(=O)NCCN(C)C)c3ccccc3n2)cc1	-7	0.0	-2	3.0
CCOc1ccc(NC(C)C(=O)N/N=C/c2ccccc2C)cc1 (configuration not stated)	4	-0.1	9	1.2
O=C(Nc1ccc(N2CCCC2=O)cc1)c1ccco1	59*	-0.2	-16	-8.9
CC(C)(C)NS(=O)(=O)c1ccc(CCC(=O)NCc2ccccn2)cc1	-2	0.3	18	0.3
Cc1c(C(=O)Nc2ccc(Cl)cc2)sc2ncn(Cc3ccccc3F)c(=O)c12	-1	0.3	6	-0.1
CCCC(=O)NC(Nc1ccc(S(=O)(=O)Nc2onc(C)c2C)cc1)(C(=O)OCC)C(F)(F)F (configuration not stated)	1	0.4	7	1.5
CC(NC(=O)C(=O)NCCN(C)C)C(c1cccs1)N1CCN(c2ccccc2)CC1 (configuration not stated)	-4	-0.1	9	-0.5
CC(C)(C)c1csc2ncc(C(=O)NCCO)c(=O)n12	8	0.1	1	-1.5
OC[C@@H]1CCCN1c1ccnc2c(-c3cnn(Cc4ccccc4)c3)cnn12	-57	-0.1	11	0.7
COc1cccc(Nc2cc(N3CCC4(CC3)OCCO4)c3noc4c3c2C(=O)c2ccccc2-4)c1	-1	-0.1	21	-0.6

More records
smiles	TEAD-YAP block	FBW7 act	MITF inh	GPR151 ag
COC(=O)c1ccc(/C=N\NC(=O)C2C(=O)NCC2c2ccccc2)cc1 (configuration not stated)	7	0.0	15	0.5
O=C(CN1CCN(S(=O)(=O)c2cccc([N+](=O)[O-])c2)CC1)Nc1ccc2c(c1)OCCO2	13	0.0	-13	-1.6
Cc1ccc2nc3c(cc(C(=O)NCc4ccco4)c(=N)n3C(C)C)c(=O)n2c1	8	0.4	16	1.5
COc1cc(Br)cc(/C=N\NC(=O)c2ccc(Br)cc2)c1O	12	-0.3	21	0.3
CCOC(=O)C1CCCN(C(=O)CCc2c(C)nc3c(-c4ccccc4)c(C)nn3c2C)C1 (configuration not stated)	2	1.1	24	-1.0
COc1cc(OC)c(/C=N/N2CCN(Cc3cccc4ccccc34)CC2)c(OC)c1	13	-0.5	12	0.9
Cc1csc(NC(=O)CN2Cc3ccccc3C2=O)n1	0	0.0	13	-1.1
CC1=C(C(=O)Nc2cccnc2)C(c2ccccc2Cl)n2nc(-c3ccccc3)nc2N1 (configuration not stated)	-3	0.0	12	0.6
Cc1ccc(NC(=O)CSC2=C(C#N)C3(CCCCC3)C(C#N)C(=O)N2)c(C)c1 (configuration not stated)	2	-0.1	0	-0.5
COc1ccc(NCC(=O)N/N=C/C2=CCC3CC2C3(C)C)cc1 (configuration not stated)	-6	0.3	24	-0.7

Other compounds follow:
smiles	TEAD-YAP block	FBW7 act	MITF inh	GPR151 ag
COC(=O)CNS(=O)(=O)c1ccc(Cc2ccc(S(=O)(=O)NCC(=O)OC)cc2)cc1	-2	0.0	1	0.1
O=C(Nc1ccc(O)cc1)c1ccc2c(c1)C(=O)N(Cc1cccnc1)C2=O	-2	0.1	2	1.2
CCC(=O)c1ccc(OCC(=O)NC2(C#N)CCCCC2)cc1	-9	-0.1	-15	1.1
O=[N+]([O-])c1cc(C=Nc2ccc(-c3nc4ncccc4o3)cc2)c(O)c([N+](=O)[O-])c1	-12	-0.1	10	0.3
COc1ccc(C2CC(c3ccc(Br)cc3)=NN2C(=O)c2ccccc2)cc1OC (configuration not stated)	0	0.0	10	0.9
O=C(c1ccc(Nc2nc(-c3ccccc3)c3cc(Br)ccc3n2)cc1)N1CCCCC1	-6	0.1	2	0.8
COc1ccc(NC(=O)c2cc3cccc(OC)c3oc2=Nc2ccc(C(=O)O)cc2)c(OC)c1	5	-0.2	1	1.8
CC(=O)C/C(C)=C1/SC(=S)NC1=O	-1	-0.1	3	-0.3
Cc1ccc(OCC(=O)N/N=C/c2ccc3c(c2)OCO3)cc1C	1	0.1	-6	1.7
O=C(O)c1cccc(NCc2ccccc2)c1	-28	0.0	-12	-6.1
CCOC(=O)C1=C(C)Nc2[nH]c(=O)[nH]c(=O)c2C1c1ccc2ncccc2c1 (configuration not stated)	3	0.0	-5	-1.6
COc1ccc(-c2nnc(SCC(=O)Nc3sccc3C(N)=O)n2C(C)C)cc1	28	0.2	3	-0.2
